Compound activity (PubChem)
MBD2 inh = inhibitors of MBD2 binding to methylated DNA, primary screen, biochemical, TR-FRET, DNA-binding domain, human; Methyl-CpG-binding domain protein 2 (Homo sapiens), Q9UBB5; MBD2 binding to methylated oligonucleotide; inhibition, % at 4.4 µM; actives 0.31% (n = 370,000); AID 686964, 2013; in the data active = inhibition above about 13%
TDP2 absorb = human TDP2 enzyme inhibitors, primary screen, biochemical, epi absorbance, recombinant enzyme. inhibition, % at 12.8 µM. actives 0.34% (n = 370,000). T5PNP hydrolysis, p-nitrophenol absorbance 415 nm. AID 720702, 2013. Tyrosyl-DNA phosphodiesterase 2 (Homo sapiens), O95551;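 active = inhibition above the mean of all tested compounds plus 3 SD, set per campaign, cut at about 25% in these data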;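 note: 0% = DMSO with enzyme and 100% = buffer with substrate but no TDP2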
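System – recombinant human TDP2 · Quantity – TDP2 enzyme at 120 nM final · Doses – single concentration, 12.8 µM nominal, with 1% DMSO · Incubation – 2 h at 37 °C · Measured by – epi absorbance of p-nitrophenol freed from T5PNP by hydrolysis · Read-out – % inhibition relative to enzyme-containing and enzyme-free wells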
GC-B act = human GC-B receptor activators, primary screen, HEK293 GC-B cells, cGMP TR-FRET, EC30 CNP; 0% at EC30 CNP, 100% saturating CNP; activation, % at 10 µM; actives 0.11% (n = 370,000); AID 1920062, 2024;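 active = activation at 10 µM reaching about 35% in either raw or pattern-adjusted values, limit read from the data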
ABHD4 inh = ABHD4 inhibitors, primary screen, biochemical, fluorescence polarization, mouse; (Lyso)-N-acylphosphatidylethanolamine lipase (Mus musculus), Q8VD66; purified mABHD4, FP-Rh probe fluorescence polarization; inhibition, % at 8.92 µM; actives 0.54% (n = 370,000);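 active = inhibition exceeding the mean over every tested compound plus 3 SD, cut at about 30% in these data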;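 note: 0% = plate median of compound wells and 100% = S159A mutant with DMSO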
Target sequence (Q8VD66 whole entry, looked up): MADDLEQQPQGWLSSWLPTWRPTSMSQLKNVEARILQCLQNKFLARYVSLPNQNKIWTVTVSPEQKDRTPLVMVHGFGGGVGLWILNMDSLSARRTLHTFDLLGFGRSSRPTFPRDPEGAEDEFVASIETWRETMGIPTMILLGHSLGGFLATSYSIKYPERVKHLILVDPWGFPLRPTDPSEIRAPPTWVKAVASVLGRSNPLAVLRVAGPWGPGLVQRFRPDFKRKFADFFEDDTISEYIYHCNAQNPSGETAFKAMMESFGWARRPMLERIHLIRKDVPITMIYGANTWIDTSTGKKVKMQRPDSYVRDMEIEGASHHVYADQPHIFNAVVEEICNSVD
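assay system = mABHD4 protein | compound dosing = single nominal dose of 8.92 µM, 0.89% DMSO final | read-out basis = percent inhibition of probe binding, normalized to plate controls | schedule = Enzyme–compound pre-incubation 45 min, then probe 60 min, both 25 °C | detection = fluorescence polarization, excitation 525 nm, emission 598 nm, BODIPY TMR filters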
rCAG binder = binders of r(CAG) RNA repeats, primary screen, biochemical, fluorescence; r(CAG) RNA repeat, TO-PRO-1 dye displacement fluorescence; actives 1.3% (n = 370,000); inhibition, % at 3 µM;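 active = inhibition above the plate cutoff, the mean of all test compounds on that plate plus 3 SD, cut at about 35% in these data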;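 note: 0% = DMSO alone and 100% = 100 µM mitoxantrone as full dye displacement; higher means more dye released from RNA so lower well fluorescence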
TCR CD3 inh = inhibitors of human TCR-CD3 interaction, primary screen, biochemical, fluorescence, TAMRA-labeled TCR probe; T-cell receptor (TCR); inhibition, % at 9.4 µM; actives 0.37% (n = 360,000); AID 651800, 2012; in the data active = inhibition above about 19%;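 note: recombinant mutant TCR 2C K166C tagged with TAMRA read by polarization; 0% = receptor in buffer alone and 100% = receptor with positive control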
HTRA1 inh = HTRA1 serine protease inhibitors, primary screen, biochemical, fluorescence polarization, HTS; Q92743; recombinant HTRA1, FP-rhodamine activity-based probe; inhibition, % at 5.96 µM; actives 0.5% (n = 340,000); AID 504803, 2011; in the data active = inhibition above about 36%;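 note: 0% = enzyme with DMSO and 100% = wells lacking enzyme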
LEDGF integ inh = blockers of LEDGF/p75-dependent integrase strand transfer – biochemical, TR-FRET, high throughput, primary screen; AID 743269, 2014; HIV-1 integrase (with human LEDGF/p75); actives 0.64% (n = 370,000); inhibition, % at 3.7 µM; TR-FRET IN-LEDGF/p75 DNA integration, Eu/Cy5;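 active = inhibition above the screen-wide mean plus 3 SD, cut at about 13% in these data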;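 note: signal is the Cy5 over europium emission ratio at 671 and 618 nm; 0% = plate median of compound wells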
PRMT1 inh = PRMT1 methyltransferase inhibitors, primary screen, biochemical, fluorescence polarization; actives 1.3% (n = 370,000); recombinant PRMT1, activity-based probe fluorescence polarization; inhibition, % at 2.79 µM; Protein arginine N-methyltransferase 1 (Homo sapiens), Q99873;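 active = inhibition above about 21% made by adding two undisclosed values, limit read from the data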
SIAE primary = human SIAE inhibitors, primary screen, biochemical, fluorescence polarization, FP-Rh probe, 1536-well HTS; actives 0.69% (n = 370,000); SIAE FP-Rh probe binding; inhibition, % at 9.66 µM; Sialate O-acetylesterase (Homo sapiens), Q9HAT2;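 active = inhibition above a cutoff: mean of compounds within the control limits plus 3 SD of those, cut at about 17% in these data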;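 note: 0% = plate median of compound wells and 100% = probe without SIAE protein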
Target sequence (Q9HAT2 whole entry, looked up): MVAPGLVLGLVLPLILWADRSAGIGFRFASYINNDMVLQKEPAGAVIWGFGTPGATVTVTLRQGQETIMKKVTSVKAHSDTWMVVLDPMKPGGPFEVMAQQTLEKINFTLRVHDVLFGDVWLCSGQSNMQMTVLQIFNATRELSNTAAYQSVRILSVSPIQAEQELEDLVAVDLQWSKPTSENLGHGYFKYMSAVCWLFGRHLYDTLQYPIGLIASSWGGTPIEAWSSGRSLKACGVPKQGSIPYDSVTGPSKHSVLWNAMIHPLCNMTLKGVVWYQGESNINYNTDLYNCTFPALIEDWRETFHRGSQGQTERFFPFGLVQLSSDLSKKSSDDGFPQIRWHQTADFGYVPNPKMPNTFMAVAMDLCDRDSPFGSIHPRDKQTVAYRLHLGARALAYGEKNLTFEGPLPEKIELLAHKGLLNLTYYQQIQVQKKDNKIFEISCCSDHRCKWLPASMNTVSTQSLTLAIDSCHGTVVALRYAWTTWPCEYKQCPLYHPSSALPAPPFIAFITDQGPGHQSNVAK
* = called active by the depositor; . = not tested or not shown. This is a subset; count on the stated rates, not on these rows.

No. | molecule | ABHD4 inh | HTRA1 inh | SIAE primary | rCAG binder | TDP2 absorb | MBD2 inh | LEDGF integ inh | PRMT1 inh | GC-B act | TCR CD3 inh
1 | CN1C(=O)C(=Cc2ccccc2Oc2ccc(Cl)c(F)c2)C(=O)N(C)C1=O | 9 | -15 | 2 | 3 | 25* | -4 | 4 | 18 | -5 | 0
2 | C=CCn1c(O)c(C=Nc2c(C)n(C)n(-c3ccccc3)c2=O)c(=O)[nH]c1=O | -2 | -6 | 5 | -1 | -12 | -4 | 2 | -4 | -1 | -6
3 | CCOc1ccc(N2C(=O)/C(=C\c3cccs3)C(=O)NC2=S)cc1 | -123 | . | -37 | 39* | 10 | 8 | 3 | 19 | 0 | -63
4 | CCN1CCN(S(=O)(=O)c2ccc(Cl)nc2)CC1 | 2 | 0 | -3 | 2 | 1 | -5 | -1 | 0 | 3 | 5
5 | CC12CCC(O)CC1CCC1C2CCC2(C)C(C3=CC(=O)OC3)CCC12O (stereo not drawn) | 1 | 3 | -1 | 0 | 2 | 1 | -2 | 4 | 0 | -3
6 | CN(C)CC1CSCCC1(O)c1ccc(C(F)(F)F)cc1 (stereo not drawn) | 2 | -4 | -1 | -3 | -6 | -2 | 4 | -1 | -1 | -1
7 | O=C(C1CCC(=O)N1Cc1ccc(F)cc1)N1CCC2(CC1)OCCO2 (stereo not drawn) | 1 | -7 | 0 | 0 | 4 | -3 | 0 | -3 | -2 | 1
8 | CCCCn1c(O)c(/C(C)=N/NC(=O)Nc2ccccc2)c(=O)[nH]c1=O | -5 | -3 | 4 | 2 | -1 | -7 | -2 | 4 | 0 | -6
9 | CN(C)C(=O)Oc1c(Cl)cc(Cl)c2cccnc12 | 2 | 4 | 3 | -7 | -7 | -5 | 0 | 2 | -4 | -5
10 | O=C1NC(=O)N(c2ccc3c(c2)OCO3)C(=O)/C1=C\c1ccc(N2CCCCC2)o1 | 2 | 3 | -3 | -31 | 1 | -3 | -4 | -5 | 0 | -3
11 | COc1ccc2[nH]c3c(c2c1)CCNC3C (stereo not drawn) | -3 | -1 | 2 | 3 | -15 | 0 | 5 | -1 | 1 | -16
12 | COc1ccccc1OP(=O)(Nc1cccnc1)Oc1ccccc1OC | -1 | -4 | 0 | -5 | -2 | 5 | 2 | 0 | -1 | 1
13 | CC(=O)N1CC(=O)Nc2ccc(Cl)cc2C1c1ccccc1 (stereo not drawn) | -1 | 8 | -5 | -4 | -4 | 0 | 0 | 2 | -5 | 3
14 | O=C(Cn1c(=O)c(C(F)(F)F)nc2ccccc21)N1CCC2(CC1)OCCO2 | 10 | -1 | -1 | -2 | 3 | 0 | -3 | 0 | -1 | 0
15 | CCCCn1c(C)c(C(=O)O)c2cc(OC)c3ccccc3c21 | 11 | 8 | 2 | 16 | -2 | 1 | -2 | 6 | -2 | -4
16 | Cc1cc(/C=C2\C(=O)NC(=O)N(c3cccc(Br)c3)C2=O)c(C)n1C | -4 | 0 | -3 | 5 | 5 | 1 | 1 | -1 | 0 | 4
17 | C[C@@H]1CN([C@@H](C)CO)C(=O)CCCn2cc(nn2)CO[C@H]1CN(C)C(=O)Oc1cccc2ccccc12 | 3 | 0 | 4 | 0 | 1 | -1 | -5 | 8 | -3 | -1
18 | CC(C)N1CCN(Cc2c[nH]c3ccccc23)CC1CCO (stereo not drawn) | 1 | 9 | -2 | -2 | 7 | 1 | 6 | 5 | 1 | 3
19 | CCOC(=O)C1(Cc2ccc(Cl)cc2)CCN(C(C)CCn2cccn2)CC1 (stereo not drawn) | 2 | 9 | 1 | -11 | 2 | -3 | -1 | -2 | -9 | 9
20 | CCOc1ccc(CNCCc2ccc3c(c2)OCO3)cc1 | -7 | 5 | 0 | 6 | -8 | 3 | 0 | 0 | 2 | -7
21 | COC(=O)C1=C(c2cccc(Cl)c2)C[C@@H]2CC[C@H]1N2C(=O)N1CCCC1 | -4 | -9 | -7 | -6 | -4 | 3 | 3 | 0 | -3 | 2
22 | Cc1ccccc1N1CCN(Cc2ccc3c(c2)OCO3)CC1 | 7 | 2 | 6 | 0 | 2 | 3 | 0 | 3 | 1 | 0
23 | c1ccc2c(NC3=NCCS3)cccc2c1 | 3 | 0 | 4 | 0 | -6 | 6 | 0 | -6 | 2 | 0
24 | S=C(NCCc1ccccc1)N1Cc2cc(-c3ccccc3)ccc2-n2nncc2C1 | -49 | . | -24 | 8 | 0 | -2 | -1 | -1 | -2 | 22*
25 | CC/C(=N\NC(=O)Nc1ccccc1)c1c(O)n(Cc2ccccc2)c(=O)[nH]c1=O | -1 | . | 2 | 8 | 9 | -8 | -3 | 2 | 4 | 5
26 | CC(=O)CCC(C)=O | -4 | -4 | 0 | 2 | -5 | -1 | -2 | -2 | -5 | 8
27 | CC1CCC/C=C/C2CC(O)CC2C(O)/C=C/C(=O)O1 (stereo not drawn) | -8 | -5 | -1 | -2 | -6 | 5 | -2 | 3 | -1 | 3
28 | CCCCn1c(=O)c(C(=O)NCc2ccncc2)c(O)c2ccccc21 | -37 | 2 | -5 | 0 | 1 | -5 | 1 | -1 | 0 | -1
29 | COC(=O)C1=C(c2ccc(F)cc2OCc2ccccc2)C[C@@H]2CC[C@H]1N2C(=O)NCc1ccccc1Br | -5 | -25 | 0 | 3 | -7 | 2 | 0 | 1 | -6 | -4
30 | COC(=O)C1(C(=O)O)Cc2cc([N+](=O)[O-])ccc2N2CCCC21 (stereo not drawn) | 16 | 3 | 0 | 7 | -7 | -16 | 3 | 12 | 5 | -2
31 | COc1ccc(C(=O)c2nc3ccccc3n2C(C)C)cc1 | 9 | -5 | 0 | -3 | -1 | -3 | -4 | 0 | 1 | 0
32 | OC12Oc3ccccc3C=C1N1CCC2CC1 (stereo not drawn) | 4 | 1 | 1 | 1 | -2 | 4 | 2 | 0 | -5 | 4
33 | CCOC(=O)c1c(C)n(Cc2ccccc2)c2ccc(OCC(O)Cn3nc(C)nc3C)cc12 (stereo not drawn) | -5 | -4 | -4 | 2 | -7 | -5 | -4 | 0 | 33 | 3
34 | O=C(NCCN1CCC2(CC1)C(=O)NCN2c1ccccc1)c1ccccc1C(F)(F)F | -2 | . | 4 | 1 | 7 | 4 | -2 | 1 | -6 | 2
35 | COc1ccccc1/C=N/N=C(/N)N[N+](=O)[O-] | -2 | -7 | -1 | 2 | -6 | 5 | 3 | -1 | -10 | 1
36 | CC1CN(O)C2CCc3nonc3C12O (stereo not drawn) | 7 | -3 | -5 | 3 | 0 | 0 | 1 | 3 | 2 | 1
37 | O=C(Cn1ncc2ccccc21)N1CCC2(CC1)OCCO2 | 2 | 3 | 1 | 2 | -17 | -4 | 3 | 1 | 3 | 2
38 | COc1ccc(OCC(=O)N2CCN(C3CCC(c4ccccc4)CC3)CC2)cc1 (stereo not drawn) | 6 | -1 | 2 | -7 | 10 | 0 | -1 | 1 | -3 | 7
39 | O=[N+]([O-])c1ccccc1-c1cc(-c2ccccc2)cc(-c2ccccc2)[n+]1Cc1ccccc1Cl | 9 | . | 6 | 8 | -1 | -3 | 0 | -2 | -6 | -7
40 | CCCCn1c(O)c(C(CC)=NCCN2CCOCC2)c(=O)[nH]c1=O | 4 | 4 | -4 | 1 | 9 | 0 | 1 | 3 | 6 | 1
41 | O=C(c1ccc(Cl)cc1)N1CCC2(CC1)OCCO2 | 2 | 4 | -5 | -4 | -5 | 2 | -5 | -2 | 4 | -8
42 | O=[N+]([O-])c1ccc(-c2ccccc2)c([As](=O)(O)O)c1 | 7 | 6 | -9 | 0 | -2 | 2 | 3 | 0 | 6 | 4
43 | O=C(CN1CCN(Cc2ccc(Cl)cc2)C1=O)N1CCC2(CC1)OCCO2 | 4 | 5 | -1 | -3 | 2 | 0 | -1 | 0 | -8 | 2
44 | C[N+]1(C)[C@@H]2CC[C@H]1CC(OC(=O)C(c1ccccc1)c1ccccc1)C2 (stereo partly drawn) | 0 | -2 | -5 | -1 | 3 | 2 | -3 | -3 | -1 | 1
45 | O=C(CCS(=O)(=O)c1ccc(Br)cc1)N1CCC2(CC1)OCCO2 | -16 | 1 | -1 | 5 | -7 | 10 | -4 | 4 | -4 | 1
46 | CC(=NCCN1CCCCC1)c1c(O)n(-c2ccccc2)c(=O)[nH]c1=O | -3 | 3 | 5 | 0 | 5 | -2 | 1 | 1 | -3 | -12
47 | CN1C(=O)C(=Cc2ccc(Sc3ccccc3)o2)C(=O)N(C)C1=S | -22 | -7 | -12 | 54* | -1 | 0 | -2 | 36* | -2 | -41
48 | O=c1c2ccccc2nc(/C=C/c2ccccc2)n1-c1ccccc1O | -17 | -29 | -11 | 16 | 6 | 6 | 1 | -4 | -1 | 10
49 | C=CCn1c(O)c(C(CC)=Nc2ccc(N(C)C)cc2)c(=O)[nH]c1=O | 43* | . | 3 | 11 | 7 | -10 | 13 | 33* | -1 | 8
50 | O=C(c1cc(F)ccc1F)C1CCCN(Cc2cccc(Cl)c2)C1 (stereo not drawn) | -8 | -2 | -3 | -5 | 2 | -3 | 5 | 0 | -1 | 9
51 | O=C1NC(=O)C(=Cc2coc3ccccc3c2=O)C(=O)N1 | 6 | 7 | -3 | 2 | 2 | 0 | -3 | 3 | -2 | -5
52 | CC(=O)N1CCN(CCN=Cc2c(O)n(-c3ccc(C)cc3)c(=S)[nH]c2=O)CC1 | 2 | 2 | -2 | -2 | 5 | -1 | 1 | -2 | 5 | -5
53 | Cc1cccc(OCCn2cccc2/C=C2/C(=O)NC(=O)N(Cc3ccco3)C2=O)c1 | -2 | . | 12 | 35* | 8 | 4 | 50* | 10 | -12 | 3
54 | COC(=O)C1=C(c2cc3ccccc3o2)C[C@@H]2CC[C@H]1N2C(=O)N1CCC(O)CC1 | 7 | -2 | -9 | -2 | -5 | -2 | 2 | -1 | 4 | -3
55 | C[N+]1(C)C2CCC1CC(OC(=O)c1ccccc1)C2 (stereo not drawn) | -1 | -3 | 7 | -1 | 14 | 2 | 0 | -3 | 0 | 3

In the list so far, two contain two or more sulfur atoms.
No. | molecule | ABHD4 inh | HTRA1 inh | SIAE primary | rCAG binder | TDP2 absorb | MBD2 inh | LEDGF integ inh | PRMT1 inh | GC-B act | TCR CD3 inh
3 | CCOc1ccc(N2C(=O)/C(=C\c3cccs3)C(=O)NC2=S)cc1 | -123 | . | -37 | 39* | 10 | 8 | 3 | 19 | 0 | -63
47 | CN1C(=O)C(=Cc2ccc(Sc3ccccc3)o2)C(=O)N(C)C1=S | -22 | -7 | -12 | 54* | -1 | 0 | -2 | 36* | -2 | -41
